# Screening data deposited in PubChem by several laboratories.
# Yeast lifespan up: yeast lifespan extension; S. cerevisiae growth with nicotinamide, OD615; deaD strain in restrictive glucose medium; inhibition of the nicotinamide effect, % at 10 µM; 130,000 tested, 0.68% active; AID 775;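 active = inhibition above a set limit, placed 3 SD over the median of all compounds, cut at about 26% in these data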;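 also: 0% = nicotinamide-treated wells and 100% = cells grown without nicotinamide; some compounds called inactive have numbers as strong as hits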
#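 Measured by: optical density (absorbance) at 615 nm; System: modified budding yeast, DeaD strain; Medium: restrictive CSMM-D dextrose medium; Timing: 4 h preincubation then 48 h treatment at 30 °C.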
# Yeast growth inh: chemicals that inhibit yeast BB579 growth in restrictive medium (lifespan-shortening candidates); S. cerevisiae BB579 growth, OD615, 48 h; inhibition, % at 10 µM; 140,000 tested, 0.51% active; AID 804;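 active = inhibition above a set limit, 3 SD over the mean compound inhibition, cut at about 44% in these data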; also: inactives centre near -24
#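 Test system: DeaD yeast strain BB579 / Buffer or medium: restrictive glucose-based CSMM-D medium / Doses: single 10 µM dose / Schedule: 4 h cell preincubation, 48 h compound exposure, 30 °C humidified / Technique: culture absorbance at 615 nm / Controls: amphotericin B positive control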
# Phagocytosis inh: inhibitors of macrophage phagocytosis. J774A.1 macrophage IgG-bead phagocytosis, imaging. inhibition, % at 5 µM. 110,000 tested, 0.07% active;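 active = inhibition above the mean of the plate negative controls plus 5 SD, cut at about 13% in these data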;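 also: phagocytic index as fraction of beads internalized from green versus red external bead signal; plate controls were DMSO negative control for no effect and cytochalasin-D positive control for full effect; some results beyond the cut were filed as inactive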
# GALR2 antag: antagonists of human galanin receptor 2 (GALR2); 140,000 tested, 0.39% active; O43603; inhibition, % at 4 µM; GALR2-expressing cells, antagonist mode; in the data active = inhibition above about 27%;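 also: cells stimulated with galanin 1-16 at roughly its EC80; 0% = agonist challenge control and 100% = basal control without agonist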
# Target sequence (O43603 whole entry, looked up): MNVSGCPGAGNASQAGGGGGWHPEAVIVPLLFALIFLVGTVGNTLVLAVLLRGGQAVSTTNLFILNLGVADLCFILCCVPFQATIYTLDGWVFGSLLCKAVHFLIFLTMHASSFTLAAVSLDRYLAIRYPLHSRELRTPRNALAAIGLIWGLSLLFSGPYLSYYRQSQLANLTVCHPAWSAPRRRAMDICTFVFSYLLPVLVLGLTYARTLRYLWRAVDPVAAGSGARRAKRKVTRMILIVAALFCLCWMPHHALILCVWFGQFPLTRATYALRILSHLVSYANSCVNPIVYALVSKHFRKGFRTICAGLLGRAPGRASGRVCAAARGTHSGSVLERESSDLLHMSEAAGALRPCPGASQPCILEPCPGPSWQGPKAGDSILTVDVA
# Measles CPE: protection of cells from measles virus | Measles virus-infected cells, CPE protection, absorbance | protection (pct of control), % at 4 µM | 140,000 tested, 1.5% active; in the data active = protection mostly above about 24%, no sharp cut-off; inactive = mostly below about 26%; also: some compounds called inactive have numbers as strong as hits
# bCat KO growth: beta-catenin-lacking colon tumor cell growth suppression; HCT116 beta-catenin knockout viability, CellTiter-Glo, 60 h; stronger effect = lower value; viability, % at 10 µM; 140,000 tested, 1.5% active; AID 818;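 active = viability at or under a set limit, the compound median less 4 SD, cut at about 6% in these data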;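 also: 0% = Hyamine 1622 control at 20 µM and 100% = untreated cell control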
# NPY-Y2 antag: blocks the human neuropeptide Y Y2 receptor; P49146; NPY-Y2 expressing cells, antagonist mode; inhibition, % at 2.7 µM; 140,000 tested, 0.99% active; in the data active = inhibition above about 17%;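 also: 0% = vehicle with agonist challenge and 100% = reference antagonist with challenge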
# Target sequence (P49146 whole entry, looked up): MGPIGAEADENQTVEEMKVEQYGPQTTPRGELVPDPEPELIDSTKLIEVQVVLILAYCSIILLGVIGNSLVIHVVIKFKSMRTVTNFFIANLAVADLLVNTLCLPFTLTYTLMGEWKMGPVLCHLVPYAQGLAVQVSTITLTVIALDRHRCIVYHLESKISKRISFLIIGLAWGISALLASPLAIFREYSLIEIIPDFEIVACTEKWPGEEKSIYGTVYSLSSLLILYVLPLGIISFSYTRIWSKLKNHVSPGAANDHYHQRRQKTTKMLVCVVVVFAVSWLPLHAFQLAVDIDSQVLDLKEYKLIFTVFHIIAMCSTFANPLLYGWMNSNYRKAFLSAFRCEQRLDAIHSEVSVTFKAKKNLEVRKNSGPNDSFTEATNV
# PTEN del growth: PTEN-deleted cell growth suppression. viability, % at 10 µM. HCT116 PTEN-null viability, CellTiter-Glo, 60 h; stronger effect = lower value. 140,000 tested, 1.2% active;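 active = viability at or below a set limit, 4 SD under the median of all tested compounds, cut at about 3.7% in these data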;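 also: PTEN knockout HCT116 line with beta catenin targeted HCT116 as companion control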
# E-sel TNF inh: blocks E-selectin expression induced by TNF alpha; inhibition, % at 2 µM; 120,000 tested, 0.71% active; HUVEC TNFa-induced E-selectin immunofluorescence, high content;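 active = inhibition above the batch mean plus 3 SD, and confirmed as a hit on visual image review, cut at about 43% in these data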;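 also: 0% = TNF-stimulated DMSO wells and 100% = unstimulated control wells; not every result past the cut was called active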
# MRP-1 activ: MRP-1 activation; H69AR cells + doxorubicin, viability rescue, CellTiter-Glo; viability increase, % at 10 µM; 140,000 tested, 0.61% active; AID 799;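 active = viability gain under doxorubicin at or above a set limit, the compound median plus 3 SD, cut at about 4.7% in these data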;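 also: MRP-1 overexpressing cells given doxorubicin 25 µM after compound pretreatment; 18-22 h compound pretreatment then 72 h with doxorubicin before readout; 0% = doxorubicin-only wells and 100% = vehicle-treated cells without doxorubicin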
# * = called active by the depositor; x = not tested or not shown.
no.	SMILES	PTEN del growth	Yeast lifespan up	E-sel TNF inh	MRP-1 activ	Measles CPE	GALR2 antag	Yeast growth inh	bCat KO growth	NPY-Y2 antag	Phagocytosis inh
1	CN(CCOCCOc1ccc2ccccc2c1)Cc1ccccc1	90	-12	4	-5.4	3	-3	-10	89	15	x
2	COc1cc(C)c(Cl)cc1S(=O)(=O)NCCN1CCOCC1	113	-5	21	1.2	7	-4	-5	122	3	x
3	Brc1ccc(-n2cccc2/C=N/n2cnnc2)cc1	98	-1	x	-2.4	3	-13	-68	87	-2	-1
4	CCn1nc(C)c(/C=N/NC(=O)Cn2nccc2C)c1C	88	0	x	-0.8	18	-7	-11	87	0	-4
5	c1ccc(C(c2c[nH]c3ccccc23)c2c[nH]c3ccccc23)nc1	71	-10	6	-1.1	4	-6	-53	64	-5	-1
6	COc1cccc(NC(=O)C2C3C=CC4(O3)C2C(=O)N(C(C)C)C4C(=O)NC2CCCCC2C)c1 (stereo not given)	90	-8	0	-1.2	7	-3	-20	93	-4	x
7	O=C(Nc1ccccc1F)c1ccc(COc2ccc(Cl)cc2Cl)o1	98	x	-33	-2.0	13	-1	-37	92	12	x
8	Cc1nc2nc(SCC(=O)NCc3ccco3)nn2c(C)c1Cc1ccccc1	72	-15	-37	-0.9	7	10	-27	63	5	-1
9	CC(C)[C@H](NC(=O)c1ccccc1Cl)C(=O)OCc1cc([N+](=O)[O-])cc2c1OCOC2	101	-1	x	-1.6	5	1	-14	90	8	-6
10	C[C@@H]1CC[C@@]2(O[C@H](CCO)C[C@@H](O)[C@@H]2O)O1	93	2	64*	2.6	5	-2	-9	86	-1	x
11	Cn1nnnc1SCSc1nnnn1C	105	-6	-7	-1.4	12	-2	-9	99	3	-2
12	Cc1ccc(NC(=O)C2(c3cccs3)CCOCC2)cc1C	94	2	x	-1.3	3	0	-13	83	3	-11
13	CN1c2ccccc2-c2nc3ccccc3n2C1c1cccs1 (stereo not given)	63	14	x	1.8	23	4	-39	82	16	-5
14	O=C(CNS(=O)(=O)c1ccc(F)c(Cl)c1)N1CCCCCC1	92	3	x	-1.6	18	5	13	90	2	x
15	O=C1CC(c2ccncc2)c2cc3c(cc2N1)OCO3 (stereo not given)	93	-1	-19	-1.1	4	-11	-54	93	1	3
16	CCOC(=O)C1=C(C)NC(C)=C(C(=O)OCC)C1C(=O)OCC(=O)N1c2ccccc2CC1C (stereo not given)	77	-9	-5	-1.4	3	-7	-4	87	1	0
17	O=c1[nH]cnc2c1C(c1ccccc1[N+](=O)[O-])c1c(nc[nH]c1=O)O2	101	-7	33	-0.8	10	4	-38	93	3	0
18	Cc1cc(C)nc(SCC(=O)Nc2ncccn2)n1	104	11	-10	-1.6	4	10	-15	105	0	-3
19	C=CCn1c(=S)[nH]c2nc3c(cc2c1=O)COC(C)(C)C3	92	-5	3	-1.6	3	8	-86	82	1	x
20	Cc1ccc(NC(=O)CN2C(=O)S/C(=C\c3cccn3-c3cccc(C(=O)O)c3)C2=O)c(C)c1	95	-1	-16	1.3	31	2	-7	94	3	2
21	CCOc1cccc(C(=O)NC(=S)Nc2cccnc2)c1	96	-7	x	-3.0	7	-5	-40	90	2	-9
22	CSCC[C@@H](Nc1nc(-c2ccccc2)nc2c1oc1ccccc12)C(=O)O	91	-12	-17	-4.0	13	15	-26	100	6	-1
23	OC(COc1ccc(Br)cc1)CN1CCOCC1 (stereo not given)	103	-4	4	0.7	35	1	-57	100	2	1
24	CCn1c(SCC(=O)Nc2cccnc2Cl)nnc1-c1ccccc1	99	1	-9	-2.2	16	1	-8	106	2	-4
25	CSc1ccc(/C=N/NC(=O)c2ccc(C)c(C)c2)cc1	61	-3	x	-1.5	12	-1	-44	67	4	-1
26	S=c1[nH]nc(-c2cc(-c3ccco3)[nH]n2)n1-c1cccc2ccccc12	78	-6	-37	-4.9	7	-2	-24	80	5	0
27	CCOC(=O)CSc1nnc(CNc2ccccc2Cl)n1-c1ccccc1	88	-2	21	-2.0	4	-2	-2	100	2	0
28	CCOC(=O)C1/C(=N\O)CC(C)(O)C(C(=O)OCC)C1c1ccc(N(C)C)cc1 (stereo not given)	102	-2	4	-1.5	20	-4	-50	92	3	0
29	O=C(COC(=O)C1(c2ccccc2F)CCCC1)N1CCc2ccccc21	96	4	x	-2.8	12	2	-4	92	1	-3
30	CCOC(=O)c1ccc[n+](CC(=O)c2ccccc2)c1	96	2	x	-1.5	20	-10	-29	98	1	-6
31	COc1cccc(CNC(=O)c2ccc3nc[nH]c3c2)c1	84	-14	x	-0.9	4	-1	5	105	1	0
32	O=C(NC1CCCCC1)C(c1ccncc1)N(Cc1ccccc1)C(=O)c1ccc(-c2ccccc2)[nH]1 (stereo not given)	47	-1	9	-5.4	2	0	-32	46	1	x
33	c1cncc(CNc2nc(N3CCOCC3)nc(N3CCOCC3)n2)c1	110	1	-5	-1.1	15	3	-18	93	2	1
34	Cc1cc([N+](=O)[O-])c(N2CCC[C@@H]2C(=O)O)c([N+](=O)[O-])c1	111	-5	6	-0.6	4	9	-50	97	1	-1
35	CC1(C(=O)N2CC3(CC(c4cccc([N+](=O)[O-])c4)=NO3)C[C@H]2C(=O)NCC(N)=O)CC1 (stereo not given in full)	91	-12	-36	0.4	10	5	-23	94	4	-1
36	CCOc1ccccc1N1CCN(C(=O)c2ccccc2)CC1	97	-15	-26	-1.9	8	4	-35	95	2	0
37	CCOC(=O)c1ccc(NC(=O)COc2ccc(S(=O)(=O)N3CCCC3)cc2)cc1	110	-5	8	-0.2	6	1	-28	100	2	-1
38	CCn1c(SCC(=O)Nc2nc(C)cs2)nnc1C(NC(=O)c1ccccc1Cl)C(C)C (stereo not given)	93	-8	-17	-1.7	3	2	-11	95	3	-2
39	CCCn1cc(SCC(=O)Nc2ccc3c(c2)OCO3)c2ccccc21	97	-11	x	-2.1	14	-11	9	93	4	-1
40	CCN(CC)S(=O)(=O)c1ccc2c(c1)c(=O)c(C(=O)NCc1ccc3c(c1)OCO3)cn2C	80	5	-11	-0.5	4	-1	-25	72	-1	-2
41	CC(=O)NC1(C(F)(F)F)C(=O)Nc2c1c(=O)[nH]c(=O)n2Cc1ccco1 (stereo not given)	94	6	-5	-0.7	13	-3	-27	95	0	1
42	O=C(CSc1nnc(-c2cnccn2)n1Cc1ccco1)c1ccc2ccccc2c1	91	12	x	0.3	1	-10	-57	90	7	0
43	Cc1cccc(-n2nnnc2SCc2csc(-c3ccccc3)n2)c1	86	x	-4	2.1	5	3	-32	79	11	x
44	COc1ccc(N2CCN(C(=O)Nc3cccc(C(F)(F)F)c3)CC2)cc1	93	-15	12	2.0	5	-2	-44	87	-1	0
45	Cc1ccc2nc(SCC(=O)Nc3cc(C(F)(F)F)ccc3N3CCOCC3)[nH]c2c1	13	-4	-23	-2.4	4	8	-37	10	5	4
46	O=C(Cn1nnc(-c2ccccc2-n2cnnn2)n1)NCc1ccccc1	100	-3	15	-3.2	6	10	-20	99	3	4
47	COCCNC(=O)c1snc2ccc(Cl)cc12	96	-16	-63	-1.9	25	2	-19	98	9	3
48	Cc1cc2oc(=O)cc(CN3CCC(C)CC3)c2cc1Cl	75	2	x	0.8	17	-1	-7	84	-2	0
49	Cc1cc(Cl)ccc1OCCCC(=O)N1CCN(C(=O)c2ccco2)CC1	91	-10	0	-3.7	7	-1	13	83	1	0
50	CN(C)C(CNC(=O)c1cccc(OC(F)F)c1)c1ccco1 (stereo not given)	89	-7	-3	-2.2	5	4	-20	92	3	-2
51	Cc1ccc(CCNC(=O)C2CCN(S(=O)(=O)N3CCC4(CC3)OCCO4)CC2)cc1	99	-8	14	1.4	13	-14	-26	97	-2	x
52	Cc1ccc(NC(=O)Cn2cccc2C2=NC(c3ccccc3)CO2)cc1C (stereo not given)	83	-1	-2	-2.4	3	-1	-10	85	10	-2
53	COc1ccc(S(=O)(=O)N(C(C)=O)c2ccc(OC(C)=O)c3ccccc23)cc1[N+](=O)[O-]	2.8*	-5	0	1.9	15	1	-23	2.0*	4	-12
54	CCOc1ccc(CN(C)C(C)C(=O)Nc2ccc([N+](=O)[O-])cc2Cl)cc1OC (stereo not given)	76	-2	x	-2.2	6	11	-13	78	2	x
55	Cc1ccc(NS(=O)(=O)c2cc(C(=O)N3CCN(C)CC3)ccc2C)cc1	103	-13	-6	-0.8	20	0	18	92	1	x
56	CCOc1c(N2CCCCC2)c(=O)c1=O	107	-4	x	0.1	3	-7	-35	105	2	-4
57	Nc1nnc(SCC(=O)N2CCN(Cc3ccccc3)CC2)s1	106	-2	-4	-1.1	25	-1	-18	103	0	0
58	COc1ccc(-n2nc([N+](=O)[O-])c(=NCCc3ccc(OC)c(OC)c3)n2O)cc1	69	-3	x	-4.0	15	2	-18	83	-1	-13
59	O=C(NCc1cccnc1)/C(=C\c1ccc(-c2cccc(Cl)c2)o1)S(=O)(=O)c1ccccc1	1.7*	6	x	-5.3	5	24	-39	1.7*	12	-1
60	CCOC(=O)CN1C(=O)CSc2ccccc21	91	3	17	-3.5	7	-4	-25	88	5	-3

# (further entries)
no.	SMILES	PTEN del growth	Yeast lifespan up	E-sel TNF inh	MRP-1 activ	Measles CPE	GALR2 antag	Yeast growth inh	bCat KO growth	NPY-Y2 antag	Phagocytosis inh
61	COc1ccc(N2CCN(C(=O)CNC(=O)c3ccc(C(C)(C)C)cc3)CC2)cc1	79	-8	3	-1.8	6	-3	-13	96	1	0
62	S=c1[nH]nc(-c2cccc(Br)c2)o1	102	-9	1	-2.4	15	-16	26	106	13	-5
63	COc1cccc(NC(=S)N2CCN(C/C=C/c3ccccc3)CC2)c1	92	-4	30	-1.1	15	0	12	75	0	x
64	O=C(CCN1C(=O)C2C3C=CC(C3)C2C1=O)NCCN1CCCc2ccccc21 (stereo not given)	90	-23	x	-3.8	19	-6	-7	100	3	-2
65	C/C(=N\NC(=O)c1ccc(Cl)cc1)c1ccc(N2CCOCC2)cc1	92	2	4	-0.9	13	10	-59	90	0	-9
66	Nc1ncnc(Nc2ccccc2C(F)(F)F)n1	98	-9	6	-2.7	7	7	26	97	-2	-2
67	CCOC(=O)N1CCN(C(=S)Nc2cc(OC)c(OC)cc2C(=O)OC)CC1	101	-7	-18	-3.8	10	-17	-14	111	3	x
68	CC12CC(c3ccccc3O1)C(C(=O)NCc1ccccc1)C(=O)N2 (stereo not given)	92	-13	-3	-3.1	2	-4	-25	83	1	-1
69	Cc1ccccc1OCc1nnc(SCc2cc(=O)[nH]c3ccccc23)o1	87	-10	-2	-2.7	1	-7	-18	95	2	-2
70	Cc1ccc2c(CN3C(=O)NC(C)(c4ccc5c(c4)OCO5)C3=O)cc(=O)oc2c1 (stereo not given)	79	-7	45	-2.3	8	-1	-35	81	4	1
71	Cc1cc(N2CCOCC2)ccc1/C=C\[N+](=O)[O-]	10	34*	13	-4.7	6	19	9	4.4*	-3	-3
